GlmU inhibition: inhibition of mycobacterial GlmU enzyme – biochemical, glucosamine-1-phosphate acetyltransferase (AID 1376); Bifunctional protein GlmU (Mycobacterium tuberculosis (strain ATCC 25618 / H37Rv)); M. tuberculosis GlmU acetyltransferase enzyme assay; higher % means a stronger effect; inhibition, %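 (tested at 30 µM in the primary screen)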; hits with a dose series show IC50 in µM; 220,000 compounds, 0.25% hits; in the data active = inhibition above about 13%;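 also: 0% = complete reaction with vehicle and 100% = reaction without substrate; strong numbers were not always called active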
Mtb RmlCD inh: M. tuberculosis RmlC/RmlD coupled enzyme inhibitors, primary screen, biochemical, compound mixtures, 384-well, from 1536-well plates; dTDP-4-dehydrorhamnose reductase (Mycobacterium tuberculosis (strain ATCC 25618 / H37Rv)) …; AID 1533, 2009; RmlC+RmlD coupled enzyme assay, percent inhibition; primary screen in compound mixtures; 160,000 compounds, 0.03% hits; inhibition, % at 3.6 µM; in the data active = inhibition mostly above about 34%, no sharp cut-off; also: some results filed as inactive read as strong as hits
Target sequence (P9WH09 whole entry, looked up): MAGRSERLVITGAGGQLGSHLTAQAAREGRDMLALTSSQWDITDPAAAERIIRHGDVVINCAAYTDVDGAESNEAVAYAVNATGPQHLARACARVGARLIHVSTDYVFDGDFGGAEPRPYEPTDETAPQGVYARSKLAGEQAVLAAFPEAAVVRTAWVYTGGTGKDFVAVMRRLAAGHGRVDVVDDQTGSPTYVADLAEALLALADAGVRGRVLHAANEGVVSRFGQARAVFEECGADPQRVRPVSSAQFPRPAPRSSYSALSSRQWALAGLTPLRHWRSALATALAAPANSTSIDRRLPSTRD
Target sequence (P9WH11 whole entry, looked up): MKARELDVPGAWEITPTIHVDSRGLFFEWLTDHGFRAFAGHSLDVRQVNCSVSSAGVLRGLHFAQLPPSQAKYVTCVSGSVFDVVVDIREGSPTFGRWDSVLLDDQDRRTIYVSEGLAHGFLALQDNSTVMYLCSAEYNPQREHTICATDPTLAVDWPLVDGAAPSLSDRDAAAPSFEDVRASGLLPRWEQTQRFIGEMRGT
Active calls of the source: *; . = no result given.

Fields – GlmU inhibition	Mtb RmlCD inh
CC[C@]1(O)C[C@@H]2CN(CCc3c([nH]c4ccccc34)[C@@](C(=O)OC)(c3cc4c(cc3OC)N(C)[C@H]3[C@@](O)(C(=O)OC)[C@H](OC(C)=O)[C@]5(CC)C=CCN6CC[C@]43[C@@H]65)C2)C1
    -5.7%	.
C/C=C(/C)C(=O)O[C@@H]1c2cc(OC)c(OC)c(OC)c2-c2c(cc3c(c2OC)OCO3)C[C@H](C)[C@]1(C)O
    0.8%	1
CCCCOc1ccc(CC(=O)NO)cc1
    4.7%	.
O=C(O)/C=C/c1ccc(O)cc1
    0.1%	.
CCC(=O)O[C@]1(C(=O)SCF)[C@H](C)C[C@H]2[C@@H]3C[C@H](F)C4=CC(=O)C=C[C@]4(C)[C@@]3(F)[C@@H](O)C[C@@]21C
    -3.3%	.
CCc1c2c(nc3ccc(OC(=O)N4CCC(N5CCCCC5)CC4)cc13)-c1cc3c(c(=O)n1C2)COC(=O)[C@]3(O)CC
    0.9%	.
C[C@@H]1C[C@H]2[C@@H]3C[C@H](F)C4=CC(=O)C=C[C@]4(C)[C@@]3(F)[C@@H](O)C[C@]2(C)[C@@]1(O)C(=O)COC(=O)C(C)(C)C
    0.9%	.
COc1ccc2ccc(=O)oc2c1
    -1.1%	.
O=c1cc(-c2ccc(O)cc2)oc2cc(O[C@@H]3O[C@H](CO)[C@@H](O)[C@H](O)[C@H]3O[C@@H]3OC[C@](O)(CO)[C@H]3O)cc(O)c12
    -0.9%	.
C=C1c2cccc(O)c2C(O)=C2C(=O)[C@]3(O)C(O)=C(C(N)=O)C(=O)[C@@H](N(C)C)[C@@H]3[C@@H](O)[C@H]12
    3.0%	-10
COc1ccccc1OCCNCC(O)COc1cccc2[nH]c3ccccc3c12 (centres undefined)
    -10%	4
NC(N)=NC(=O)Cc1c(Cl)cccc1Cl
    2.2%	.
NC(=NCc1ccccc1)NC(=O)c1nc(Cl)c(N)nc1N
    4.7%	.
CCCCCCCC/C=C\CCCCCCCC(=O)O
    2.0%	.
Cc1cccc2c1NC(=O)/C2=C\C(=O)c1cccs1
    -0.8%	.

Full records from above:
CCCCCCCC/C=C\CCCCCCCC(=O)O in the list: GlmU inhibition: 2.0%; Mtb RmlCD inh: .
CCC(=O)O[C@]1(C(=O)SCF)[C@H](C)C[C@H]2[C@@H]3C[C@H](F)C4=CC(=O)C=C[C@]4(C)[C@@]3(F)[C@@H](O)C[C@@]21C in the list: GlmU inhibition: -3.3%; Mtb RmlCD inh: .

Look-ups from the list.
`CCC(=O)O[C@]1(C(=O)SCF)[C@H](C)C[C@H]2[C@@H]3C[C@H](F)C4=CC(=O)C=C[C@]4(C)[C@@]3(F)[C@@H](O)C[C@@]21C` | GlmU inhibition = -3.3%
`NC(N)=NC(=O)Cc1c(Cl)cccc1Cl` | GlmU inhibition = 2.2%
`CC[C@]1(O)C[C@@H]2CN(CCc3c([nH]c4ccccc34)[C@@](C(=O)OC)(c3cc4c(cc3OC)N(C)[C@H]3[C@@](O)(C(=O)OC)[C@H](OC(C)=O)[C@]5(CC)C=CCN6CC[C@]43[C@@H]65)C2)C1` | GlmU inhibition = -5.7%

Molecules listed so far that contain an aryl methoxy group (four):
Fields – GlmU inhibition	Mtb RmlCD inh
CC[C@]1(O)C[C@@H]2CN(CCc3c([nH]c4ccccc34)[C@@](C(=O)OC)(c3cc4c(cc3OC)N(C)[C@H]3[C@@](O)(C(=O)OC)[C@H](OC(C)=O)[C@]5(CC)C=CCN6CC[C@]43[C@@H]65)C2)C1
    -5.7%	.
C/C=C(/C)C(=O)O[C@@H]1c2cc(OC)c(OC)c(OC)c2-c2c(cc3c(c2OC)OCO3)C[C@H](C)[C@]1(C)O
    0.8%	1
COc1ccc2ccc(=O)oc2c1
    -1.1%	.
COc1ccccc1OCCNCC(O)COc1cccc2[nH]c3ccccc3c12 (centres undefined)
    -10%	4

Some of the compounds tested (hit frequency here may not be typical).
